Screening results (PubChem)
14-3-3 Bad PPI: disrupts binding of bovine 14-3-3 zeta to phospho-Bad peptide. P63103. TR-FRET 14-3-3zeta/Dy647-pBad peptide displacement, 1 h. inhibition, % at 21.7 µM. 220,000 compounds, 0.71% hits. AID 781;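 active means inhibition above about 70%, limit read from the data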;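 further: 0% = full 14-3-3 plus peptide FRET controls and 100% = background without 14-3-3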
PPC-1+TRAIL kill: PPC-1 cancer cell killing with TRAIL present; AID 1443; PPC-1 cells + TRAIL, ATPLite viability luminescence; 220,000 compounds, 0.41% hits; cell killing (% activity), % at 4 µM;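 active means cell killing above 50% in the first pass at 4 µM, then a duplicate retest at 5 µM averaging 50% or more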;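 further: plate controls were cells with TRAIL plus DMSO for no effect and medium-only wells lacking cells for full effect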
EP2 antag: EP2 receptor (human) inhibition; AID 1422; P43116; inhibition, % at 25 µM; 260,000 compounds, 0.52% hits; C6 glioma cells expressing human EP2, cAMP TR-FRET; cells stimulated with saturating PGE2;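 active means percent inhibition above 40 after rounding to a whole number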;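 further: rat C6 glioma host cells with rolipram phosphodiesterase inhibitor present; the protocol text gives 20 µM as final concentration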
Target sequence (P43116 whole entry, looked up): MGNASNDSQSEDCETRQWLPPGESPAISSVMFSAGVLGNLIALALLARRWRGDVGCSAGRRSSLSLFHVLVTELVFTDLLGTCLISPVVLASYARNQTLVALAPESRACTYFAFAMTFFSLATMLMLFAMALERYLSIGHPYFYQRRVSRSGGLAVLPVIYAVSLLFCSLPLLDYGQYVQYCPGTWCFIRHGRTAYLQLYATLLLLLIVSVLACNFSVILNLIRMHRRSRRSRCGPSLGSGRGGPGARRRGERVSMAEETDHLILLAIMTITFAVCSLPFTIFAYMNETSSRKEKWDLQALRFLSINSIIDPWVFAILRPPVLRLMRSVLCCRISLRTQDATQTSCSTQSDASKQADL
NPY Y1 blocker: NPY-Y1 (human) receptor antagonism. AID 1040. 200,000 compounds, 1% hits. P25929. HEK293-CNG Y1 cells, membrane potential fluorescence; NPY at EC95, then isoproterenol. inhibition, % at 3.6 µM;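 active means inhibition above the campaign mean inhibition of all tested compounds plus 3 SD, cut at about 20% in these data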;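 further: 0% = DMSO wells given NPY plus isoproterenol and 100% = isoproterenol alone without NPY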
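material = HEK293 cells with Y1 receptor plus CNG channel | also added = NPY 25 nM then isoproterenol 1 µM plus Ro 20-1724 25 µM | schedule = dye 3 h, compound 60 min room temperature, stimulation 45 min | measured by = membrane potential fluorescence | benchmarks = high control isoproterenol alone, low control NPY with isoproterenol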
TRPML3 agonist: activates the human TRPML3 channel; Q8TDD5; HEK293 TRPML3-YFP, Fluo-8 calcium fluorescence; 100% = the carbachol control signal; activation, % at 3 µM; 220,000 compounds, 0.29% hits; AID 1448;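 active means activation above its plate's cutoff, the mean activation of the plate's test wells plus 3 SD, cut at about 12% in these data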;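 further: 0% = DMSO only wells and 100% = carbachol wells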
Target sequence (Q8TDD5 whole entry, looked up): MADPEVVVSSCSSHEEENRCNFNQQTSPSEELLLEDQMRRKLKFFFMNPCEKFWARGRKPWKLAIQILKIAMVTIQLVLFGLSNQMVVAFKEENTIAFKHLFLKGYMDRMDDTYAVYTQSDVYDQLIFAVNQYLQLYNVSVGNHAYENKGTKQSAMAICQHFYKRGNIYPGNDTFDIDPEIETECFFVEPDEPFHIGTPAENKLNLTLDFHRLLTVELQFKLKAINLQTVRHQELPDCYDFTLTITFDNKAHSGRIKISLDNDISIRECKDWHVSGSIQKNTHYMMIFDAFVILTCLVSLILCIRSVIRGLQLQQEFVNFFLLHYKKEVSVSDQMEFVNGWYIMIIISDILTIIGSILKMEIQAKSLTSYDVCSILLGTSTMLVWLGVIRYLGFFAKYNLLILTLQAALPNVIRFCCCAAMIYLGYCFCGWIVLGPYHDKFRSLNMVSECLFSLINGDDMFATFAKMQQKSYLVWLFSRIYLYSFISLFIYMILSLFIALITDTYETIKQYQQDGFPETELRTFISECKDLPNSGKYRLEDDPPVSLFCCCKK
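Test system – HEK293 line with stable expression of human TRPML3-YFP channel · Control set – carbachol 87 µM final as high control (100%), DMSO as low control (0%) · Signal – Fluo-8 calcium dye fluorescence, ex 470-495, em 515-575 nm · Incubation – 1-h 37 °C dye load, 5-s basal, 120-s post-compound reads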
EP2 modulator: EP2 receptor (human) modulation | induction, % at 25 µM | AID 940 | EP2-expressing cells, cAMP HTRF FRET, PGE2 co-stimulation | 260,000 compounds, 0.83% hits | P43116;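 active means compounds whose cAMP rise, as percent of the full-agonist control response, exceeds 60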;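 further: rat C6 glioma line stably carrying human EP2 under a CMV promoter; the protocol text gives 20 µM as final concentration; 100% = response of wells given 1 µM PGE2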
NPY-Y1 PAM-ag: potentiators or agonists of human neuropeptide Y receptor Y1. AID 1304. NPY-Y1 expressing cells, potentiator/agonist activation. activation, % at 3.6 µM. 220,000 compounds, 0.37% hits; in the data active means activation above about 33%, passing the limit was not always enough;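 further: cells stimulated with NPY at EC10 then isoproterenol at EC100; 0% = low agonist plus stimulus and 100% = saturating agonist plus stimulus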
TRPN1 ag: activates the zebrafish TRPN1 channel | HEK293 zebrafish TRPN1-YFP, Fluo-8 calcium fluorescence; 100% = response to 87 µM carbachol | activation, % at 3 µM | 220,000 compounds, 0.18% hits;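 active means activation above its plate's cutoff, the mean activation of test wells on that plate plus 3 SD, cut at about 19% in these data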;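 further: 0% = DMSO alone and 100% = 87 µM carbachol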
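Material: zebrafish TRPN1-YFP in HEK293 cells. Doses: one dose of 3 µM, 0.3% DMSO. Incubation: dye 1 h 37 °C plus 30 min RT. Measured by: intracellular calcium fluorescence with Fluo-8.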
CHOP inh: blocks CHOP induction under ER stress; CHO-K1 CHOP-promoter luciferase, tunicamycin-induced, 15-18 h; inhibition, % at 10 µM; 220,000 compounds, 3.8% hits; AID 2732;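 active means compounds that reduced the stress-induced luciferase reporter signal by more than about 70% of percent inhibition, limit read from the data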;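 further: 0% = tunicamycin plus vehicle and 100% = wells without tunicamycin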
An asterisk follows results filed as active; & = joins results of further samples; [ ] = another dose, or the depositor's remark.

The opening two entries, to show the layout:
How did COc1ccc(/C=C(\C#N)C(=O)OCCNC(=O)c2ccncc2)cc1 do in these assays?
14-3-3 Bad PPI: -6; PPC-1+TRAIL kill: -2; EP2 antag: 6; NPY Y1 blocker: 6; TRPML3 agonist: 1.0; EP2 modulator: 3; NPY-Y1 PAM-ag: -10; TRPN1 ag: 1.0; CHOP inh: 11

Results for O=C(CN1CCN(C/C=C/c2ccccc2)CC1)Nc1ccc(F)cc1F ?
14-3-3 Bad PPI: -2; PPC-1+TRAIL kill: 1; EP2 antag: 1; NPY Y1 blocker: 1; TRPML3 agonist: 1.0; EP2 modulator: -35; NPY-Y1 PAM-ag: 11; TRPN1 ag: 0.0; CHOP inh: 21

The listing, previewed entries included:
How did COc1ccc(/C=C(\C#N)C(=O)OCCNC(=O)c2ccncc2)cc1 do in these assays?
14-3-3 Bad PPI: -6; PPC-1+TRAIL kill: -2; EP2 antag: 6; NPY Y1 blocker: 6; TRPML3 agonist: 1.0; EP2 modulator: 3; NPY-Y1 PAM-ag: -10; TRPN1 ag: 1.0; CHOP inh: 11

Results for O=C(CN1CCN(C/C=C/c2ccccc2)CC1)Nc1ccc(F)cc1F ?
14-3-3 Bad PPI: -2; PPC-1+TRAIL kill: 1; EP2 antag: 1; NPY Y1 blocker: 1; TRPML3 agonist: 1.0; EP2 modulator: -35; NPY-Y1 PAM-ag: 11; TRPN1 ag: 0.0; CHOP inh: 21

How did CCN(CC)S(=O)(=O)c1ccc(NS(=O)(=O)c2cccc(C)c2)cc1 do in these assays?
14-3-3 Bad PPI: -1; PPC-1+TRAIL kill: 3; EP2 antag: 8; NPY Y1 blocker: 2; TRPML3 agonist: -1.6; EP2 modulator: 34; NPY-Y1 PAM-ag: -14; TRPN1 ag: -1.2; CHOP inh: 21

What do the screens show for `Cc1cccn2c(=O)c3cc(C#N)c(=O)n(CCCN4CCOCC4)c3nc12`?
14-3-3 Bad PPI: -12; PPC-1+TRAIL kill: -4; EP2 antag: 9; NPY Y1 blocker: 1; TRPML3 agonist: -0.1; EP2 modulator: -11; NPY-Y1 PAM-ag: 3; TRPN1 ag: 0.5; CHOP inh: -13

Results for COc1cc(=O)n(C)c2ccccc12 ?
14-3-3 Bad PPI: -3; PPC-1+TRAIL kill: 41; EP2 antag: 0; NPY Y1 blocker: 3; TRPML3 agonist: 0.1; EP2 modulator: -3; NPY-Y1 PAM-ag: 50*; TRPN1 ag: -0.9; CHOP inh: 4

How did COc1ccc(C(=O)c2ccc(OC)c(OC)c2)cc1 do in these assays?
14-3-3 Bad PPI: -16; PPC-1+TRAIL kill: -19; EP2 antag: 6; NPY Y1 blocker: 8; TRPML3 agonist: 0.1; EP2 modulator: 25; NPY-Y1 PAM-ag: -20; TRPN1 ag: 0.1; CHOP inh: 18

How did Cc1nnc2ccc(-c3cccc(NC(=O)c4ccc(Br)o4)c3)nn12 do in these assays?
14-3-3 Bad PPI: -2; PPC-1+TRAIL kill: -22; EP2 antag: 4; NPY Y1 blocker: -4; TRPML3 agonist: -0.7; EP2 modulator: -60; NPY-Y1 PAM-ag: 11; TRPN1 ag: -0.7; CHOP inh: -23

How did COC(=O)C1=C(C)OC(N)=C(C#N)C1c1cc(OC)c(OCC(N)=O)cc1Cl (configuration not stated) do in these assays?
14-3-3 Bad PPI: -8; PPC-1+TRAIL kill: 6; EP2 antag: 0&11; NPY Y1 blocker: -3; TRPML3 agonist: 0.7; EP2 modulator: -4&2; NPY-Y1 PAM-ag: 1; TRPN1 ag: 1.1; CHOP inh: -19

What do the screens show for `COc1cccc2cc(S(=O)(=O)c3ccc(C)cc3)/c(=N/NS(=O)(=O)c3ccc(C)cc3)oc12`?
14-3-3 Bad PPI: -4; PPC-1+TRAIL kill: 8; EP2 antag: 5; NPY Y1 blocker: -1; TRPML3 agonist: 0.7; EP2 modulator: 25; NPY-Y1 PAM-ag: 3; TRPN1 ag: 0.4; CHOP inh: 24

How did CN(C)c1nc(C(=O)NN)nc(N(C)C)n1 do in these assays?
14-3-3 Bad PPI: 4; PPC-1+TRAIL kill: 2; EP2 antag: 8&2; NPY Y1 blocker: -2; TRPML3 agonist: 0.5; EP2 modulator: -5&4; NPY-Y1 PAM-ag: -5; TRPN1 ag: 0.4; CHOP inh: 0

What do the screens show for `CCCCC(=O)Nc1ccc(C(=O)NNC(=O)c2cccs2)cc1`?
14-3-3 Bad PPI: -5; PPC-1+TRAIL kill: 15; EP2 antag: 13; NPY Y1 blocker: 4; TRPML3 agonist: 0.9; EP2 modulator: 8; NPY-Y1 PAM-ag: 9; TRPN1 ag: 0.4; CHOP inh: -9

What do the screens show for `COc1ccc(-c2nn(-c3ccccc3)cc2C(=O)OCC(=O)c2ccc(C)c([N+](=O)[O-])c2)cc1`?
14-3-3 Bad PPI: -2; PPC-1+TRAIL kill: -2; EP2 antag: 8; NPY Y1 blocker: 5; TRPML3 agonist: 0.7; EP2 modulator: 22; NPY-Y1 PAM-ag: -17; TRPN1 ag: 0.4; CHOP inh: 87*

What do the screens show for `CCCCNC(=O)C1CC(c2cccc(F)c2)=NO1` (configuration not stated)?
14-3-3 Bad PPI: -2; PPC-1+TRAIL kill: -3; EP2 antag: 15; EP2 modulator: -17; CHOP inh: -40

Results for O=S(=O)(c1ccc(Cl)c(S(=O)(=O)N2CCCC2)c1)N1CCCC1 ?
14-3-3 Bad PPI: -4; EP2 antag: 2; NPY Y1 blocker: 1; TRPML3 agonist: 1.5; EP2 modulator: -16; NPY-Y1 PAM-ag: 3; TRPN1 ag: 3.2; CHOP inh: -10

Results for CN(CCC#N)C(=O)COC(=O)/C=C/c1cccs1 ?
14-3-3 Bad PPI: -9; PPC-1+TRAIL kill: -3; EP2 antag: 9; NPY Y1 blocker: -3; TRPML3 agonist: 0.8; EP2 modulator: 11; NPY-Y1 PAM-ag: 2; TRPN1 ag: 1.1; CHOP inh: 0

How did O=C(O)c1cccc(Nc2ncnc3ccccc23)c1 do in these assays?
14-3-3 Bad PPI: 63; PPC-1+TRAIL kill: -8; EP2 antag: 4; NPY Y1 blocker: 3; TRPML3 agonist: 0.8; EP2 modulator: 13; NPY-Y1 PAM-ag: 0; TRPN1 ag: 0.8; CHOP inh: 5

How did O=c1[nH]ncc2c3ccccc3n(Cc3cccc(Cl)c3)c12 do in these assays?
14-3-3 Bad PPI: -10; PPC-1+TRAIL kill: 5; EP2 antag: 8; NPY Y1 blocker: -2; TRPML3 agonist: 3.0; EP2 modulator: 60; NPY-Y1 PAM-ag: 6; TRPN1 ag: 8.3; CHOP inh: 33

Results for O=C1c2cccc3c(O)ccc(c23)C(=O)N1Cc1ccco1 ?
14-3-3 Bad PPI: 7; PPC-1+TRAIL kill: -5; EP2 antag: 6; NPY Y1 blocker: -5; TRPML3 agonist: 38*; EP2 modulator: -6; NPY-Y1 PAM-ag: 5; TRPN1 ag: 79*; CHOP inh: 41

Results for CCOCC(=O)N1CCC(Cc2ccccc2)CC1 ?
14-3-3 Bad PPI: 2; PPC-1+TRAIL kill: 30; EP2 antag: 5; NPY Y1 blocker: -1; TRPML3 agonist: 0.0; EP2 modulator: -17; NPY-Y1 PAM-ag: 2; TRPN1 ag: 0.8; CHOP inh: 14

Results for CC(=O)C1=C(O)C(=O)N(CCc2c[nH]c3ccccc23)C1c1cccc(O)c1 (configuration not stated) ?
14-3-3 Bad PPI: 14; PPC-1+TRAIL kill: 17; EP2 antag: 7; NPY Y1 blocker: -2; TRPML3 agonist: 0.8; EP2 modulator: 13; NPY-Y1 PAM-ag: -4; TRPN1 ag: 0.9; CHOP inh: -21

How did CCn1ncc(/C=C/C(=O)NCc2cn(C)nc2C)c1C do in these assays?
14-3-3 Bad PPI: -4[fluorescence artefact?]; PPC-1+TRAIL kill: 19; EP2 antag: 3; NPY Y1 blocker: 8; TRPML3 agonist: 0.6; EP2 modulator: -13; NPY-Y1 PAM-ag: 3; TRPN1 ag: 0.9; CHOP inh: -15

What do the screens show for `O=C(CC1CS(=O)(=O)CC1CC(=O)Oc1ccccc1F)Oc1ccccc1F` (configuration not stated)?
14-3-3 Bad PPI: -8; PPC-1+TRAIL kill: 17; EP2 antag: 5; NPY Y1 blocker: 4; TRPML3 agonist: -0.5; EP2 modulator: -2; NPY-Y1 PAM-ag: 0; TRPN1 ag: 0.2; CHOP inh: 22

How did CN(C)S(=O)(=O)c1ccc(-c2csc(-c3cccnc3)n2)cc1 do in these assays?
14-3-3 Bad PPI: 3; PPC-1+TRAIL kill: 2; EP2 antag: 4; NPY Y1 blocker: 2; TRPML3 agonist: 0.8; EP2 modulator: -25; NPY-Y1 PAM-ag: 6; TRPN1 ag: 0.5; CHOP inh: 14

What do the screens show for `O=c1c2cc(Cl)ccc2[nH]c(=S)n1Cc1ccccn1`?
14-3-3 Bad PPI: 4[fluorescence artefact?]; PPC-1+TRAIL kill: 27; EP2 antag: 10; NPY Y1 blocker: -1; TRPML3 agonist: 0.3; EP2 modulator: 6; NPY-Y1 PAM-ag: -16; TRPN1 ag: 0.8; CHOP inh: -17

Results for CC(O)c1nc2ccccc2n1C/C=C/c1ccccc1 (configuration not stated) ?
14-3-3 Bad PPI: -2; PPC-1+TRAIL kill: -7; EP2 antag: 7; NPY Y1 blocker: 4; TRPML3 agonist: 1.1; EP2 modulator: 8; NPY-Y1 PAM-ag: -11; TRPN1 ag: 0.0; CHOP inh: -9

What do the screens show for `CC(c1nnc(Sc2nnnn2-c2ccccc2)n1-c1ccc(F)cc1)N(C)C` (configuration not stated)?
14-3-3 Bad PPI: 9[fluorescence artefact?]; PPC-1+TRAIL kill: -4; EP2 antag: 4; NPY Y1 blocker: 0; TRPML3 agonist: -0.4; EP2 modulator: 10; NPY-Y1 PAM-ag: 1; TRPN1 ag: 1.1; CHOP inh: 17

Results for Cc1sc2ncnc(OCC(=O)N3CCN(S(=O)(=O)c4ccccc4)CC3)c2c1C ?
14-3-3 Bad PPI: -1; PPC-1+TRAIL kill: -15; EP2 antag: 10; NPY Y1 blocker: 5; TRPML3 agonist: -0.6; EP2 modulator: -14; NPY-Y1 PAM-ag: -10; TRPN1 ag: 0.5; CHOP inh: 8

How did COc1ccc(-c2cc(C(F)(F)F)c(C#N)c(SCC(=O)O)n2)cc1OC do in these assays?
14-3-3 Bad PPI: -4; PPC-1+TRAIL kill: 11; EP2 antag: 8; TRPML3 agonist: 0.1; EP2 modulator: -16; NPY-Y1 PAM-ag: -22; TRPN1 ag: 0.9; CHOP inh: -9

An excerpt (hit frequency here may not be typical).
